SDO1 yeast rescue = restores growth of sdo1-depleted yeast | S. cerevisiae sdo1-depleted JHY4D growth rescue, OD600 30 h; hits give high values; pdr5 snq2 efflux-pump mutant strain | 140,000 compounds, 0.21% hits | z-score at 10 µM;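 active = z-score above 3 at both the 24 hr and the 30 hr optical density reads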;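 note: z-score against mean and SD of all compound wells on the same plate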
INS promoter inh = TRM-6 insulin promoter activity inhibition; AID 1273; TRM-6 cells (human fetal islet line), insulin promoter-eGFP reporter, imaging; reporter expression induced with tamoxifen; 130,000 compounds, 0.9% hits; inhibition, % at 2 µM;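 active = inhibition above the mean plus 3 SD, with well images judged a real hit on visual review, cut at about 60% in these data, passing the limit was not always enough; inconclusive = inhibition over the cutoff but images rejected on review; inactive = inhibition not above the cutoff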
SDO1 yeast rescue Rescue 24 h = also measured in SDO1 yeast rescue; calls as there; z-score; S. cerevisiae sdo1-depleted JHY4D growth rescue, OD600; measured here: growth rescue at 24 h;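 0 is the plate mean of compound wells and units are plate SD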
The depositor's hits bear a star; ? = inconclusive; . = no result given.

cpd	smiles	SDO1 yeast rescue	SDO1 yeast rescue Rescue 24 h	INS promoter inh
1	CCN(CC)c1ccc(N=Cc2c(O)n(-c3ccccc3C)c(=O)[nH]c2=O)cc1	0.74	0.69	2.9
2	c1ccc2c(c1)Nc1ccccc1S2	0.04	-0.62	?
3	Cc1ccc(NC(=O)CSc2nnc([C@@H](N)Cc3c[nH]c4ccccc34)o2)c(C)c1	0.56	0.74	15.4
4	O=C1/C(=C/c2cc([N+](=O)[O-])ccc2Cl)N2CCC1CC2	-1.01	0.49	53.7
5	C/C(=N\Nc1cccc2ccccc12)c1c(O)n(Cc2ccccc2)c(=O)[nH]c1=O	0.29	0.12	.
6	CCCCCc1cc(O)c2c3c(c(=O)oc2c1)CN(C)CC3	.	.	-46.7
7	NCC1(c2ccc3c(c2)OCCO3)CCCC1	-0.66	-0.96	28.6
8	CC(C)OP(=O)(OC(C)C)C(O)c1ccccc1F (centres undefined)	0.12	-0.55	.
9	CN1CCC(C)(O)C2CCCCC21 (centres undefined)	.	.	6.7
10	Cc1cc(Oc2ccc(C(F)(F)F)cc2[N+](=O)[O-])c2c3c(c(=O)oc2c1)CCC3	0.14	0.22	-18.8
11	Clc1cccc(Cl)c1C1N2CCCN12 (centres undefined)	1.58	1.99	-34.5
12	O=C(Cn1nc(-c2ccc(Cl)cc2)ccc1=O)N1CCC2(CC1)OCCO2	.	.	0.0
13	Cc1ccc(OP(=O)(O)Oc2ccc(C)cc2)cc1	.	.	11.4
14	Cc1cccc(OP(=O)(Oc2cccc(C)c2)OC(c2ccccc2)C(F)(F)F)c1 (centres undefined)	0.44	0.67	-50.0
15	O=C1NC(=O)N(CCNc2ncc(C(F)(F)F)cc2Cl)C(=O)C1Cc1ccc(Cl)cc1 (centres undefined)	.	.	11.1
16	Cc1nc2cc(C(=O)N3CCC4(CC3)OCCO4)ccc2n1-c1cccc(F)c1	-0.33	-0.16	-34.3
17	Cc1ccc2c(c1)CC1(CN2C)C(=O)NC(=O)N(c2ccccc2C)C1=O (centres undefined)	0.15	0.05	.
18	CC1(O)C[C@]2(C)N(O)C3CCCC[C@@H]3N2O1 (some centres undefined)	0.48	0.13	-18.2
19	Cc1ccc(C)c(OCC(=O)N2CCCN(C)CC2)c1	0.54	-0.04	18.8
20	CCCCC(=O)N/N=C/c1c(O)n(CCc2ccc(OC)c(OC)c2)c(=O)[nH]c1=O	0.09	-0.65	13.3
21	O=C(OCCN1CCOCC1)C1(c2ccccc2)CCCC1	.	.	-36.4
22	O=C(O)C1(c2ccc(Cl)cc2)CCC1	0.58	-0.22	13.6
23	C=CCn1c(O)c(N=Nc2c(C)n(C)n(-c3ccccc3)c2=O)c(=O)[nH]c1=S	0.3	-0.03	16.9
24	COCCn1cc(C(=O)N2CCC3(CC2)OCCO3)c2c3ccccc3n(C)c2c1=O	0.37	0.06	.
25	O=C(CCN1CCCCC1)NCC(=O)Nc1ccc(Br)cc1C(=O)c1ccccc1	0.48	-0.29	.
26	C=CCc1cc(C=C2C(=O)NC(=O)NC2=O)cc(OC)c1OCc1ccc(C(=O)O)cc1	.	.	-40.0
27	CCCCCn1c(=O)c(C(=O)NCc2ccncc2)c(O)c2ccccc21	-0.45	-1.12	57.1
28	COc1ccc(N2CCN(C(CNC(=O)Oc3ccccc3)c3cccnc3)CC2)cc1 (centres undefined)	-0.25	-0.09	-50.0
29	O=C(CF)NC(NC(=S)Nc1cccc([N+](=O)[O-])c1)C(Cl)(Cl)Cl (centres undefined)	.	.	-33.3
30	CN(C)C(=O)Oc1cccc(NC(=O)N2CCOCC2)c1	0.76	0.89	45.0
31	CCN1CCN(Cc2cc(OC)c(OC)cc2[N+](=O)[O-])CC1	0.95	3.59	.
32	CCOC(=O)CCN=Cc1c(O)n(-c2ccc(Br)cc2)c(=O)[nH]c1=O	0.78	-0.1	-9.1
33	CC(=O)NC(Cc1ccc(N(CCCl)CCCl)cc1)C(=O)O (centres undefined)	1.73	2.28	33.3
34	CCC(NC(=O)OC(C)(C)C)C(=O)Oc1cc(C)cc2oc(=O)c3c(c12)CCC3 (centres undefined)	-0.09	0.42	43.2
35	COc1ccc(CC(=O)N2CCN(C)CC2)cc1OC	0.8	0.46	25.7
36	CC(C)CCCn1c(O)c(/C=C2/C=CC=N2)c(=O)[nH]c1=O	-0.51	-0.18	-128.1
37	CCCC(=O)OCC[N+](C)(C)C	0.21	0.15	9.1
38	CC(C)c1ccc(N2C(=O)NC(=O)/C(=C\c3cnc(-c4ccccc4)nc3)C2=O)cc1	-0.26	-0.98	.
39	NC(=O)c1ccc(N=Nc2c(O)[nH]c(=O)[nH]c2=O)cc1	1.41	1.6	.
40	CCCCn1c(O)c(C(CC)=NC(C)c2ccccc2)c(=O)[nH]c1=O (centres undefined)	-1.17	-0.72	-47.8
41	O=[N+]([O-])[N-][n+]1cnn(Cc2ccccc2)c1	.	.	15.0
42	COc1ccc(NP(=O)(Oc2ccc(Cl)cc2)Oc2ccc(Cl)cc2)cc1OC	-0.62	-0.87	29.6
43	CCOC(=O)C(O)(c1ccc(N(C)C(=O)c2ccc(Cl)c(Cl)c2)cc1)C(F)(F)F (centres undefined)	-0.01	-0.1	-54.8
44	C=CCn1c(O)c(C(CC)=NCc2cc(OC)cc(OC)c2)c(=O)[nH]c1=O	-0.92	-1.06	28.6
45	COc1ccc(-n2c(C)nc3cc(C(=O)N4CCC5(CC4)OCCO5)ccc32)cc1	0.18	0.09	.
46	c1ccc(CNCCc2ccc3c(c2)OCO3)nc1	1.25	0.8	-14.3
47	O=C1NC(=O)C2(Cc3ccccc3N3CCCC32)C(=O)N1Cc1ccccc1 (centres undefined)	0.5	0.48	-43.9
48	Cc1cc(C)nc(/N=C(\N)c2c(O)[nH]c(=O)[nH]c2=O)n1	0.52	-0.27	-25.0
49	CCCCN1C(=O)/C(=C/c2ccc(N(C)C)cc2)C(=O)N(Cc2ccco2)C1=O	0.56	0.1	.
50	Cc1ccc(CN2CCN(C)CC2)c(C)c1	2.17	1.03	-9.4
51	CCOc1ccc(-n2c(O)c(C=Nc3ccc(N(CC)CC)cc3)c(=O)[nH]c2=O)cc1	-0.7	-0.6	.
52	O=C(CN1CCOCC1)NCC(=O)Nc1ccc(Br)cc1C(=O)c1ccccc1	0.86	0.83	-40.0
53	Clc1ccc2c(c1)C(c1ccccc1Cl)=NCc1nnc(Br)n1-2	-0.82	-0.51	-190.5
54	CCOC(=O)c1ccc(NC(=O)c2c(O)[nH]c(=O)[nH]c2=O)cc1	1.24	1.97	36.4
55	CCC(=O)Nc1cc(C(=O)N2CCC3(CC2)OCCO3)ccc1S(=O)(=O)c1ccc(C)cc1	0.8	1.15	.
56	CCC1(C)OC(c2ccccc2)=C/C(=C/C=C2C(=O)NC(=O)NC2=O)O1 (centres undefined)	.	.	-7.1
57	N#Cc1ccc(NC(=O)CN2CCCC2)cc1Cl	.	.	-185.7
58	C=CCn1c(O)c(C(C)=NCCO)c(=O)[nH]c1=O	0.56	0.24	-30.8
59	Cn1cc(CCC(=O)N2CCC3(CC2)OCCO3)c2ccccc21	-0.6	-0.21	.
60	COC(=O)Nc1ccc(N=C(N)N[N+](=O)[O-])cc1	.	.	-14.3

Continuation:
cpd	smiles	SDO1 yeast rescue	SDO1 yeast rescue Rescue 24 h	INS promoter inh
61	CCN(CC)c1ccc(/C=N/c2sc3c(c2C#N)C2CCN3CC2)c(O)c1	-1.07	0.54	-284.6
62	Oc1ccc(/C=N/NP(=S)(c2ccccc2)c2ccccc2)cc1O	1.81	1.22	2.7
63	CSc1ccc(CN2CCN(C(=O)COc3ccc(C)cc3)CC2)cc1	.	.	9.5
64	CSc1ccc(CN2CCN(Cc3ccccc3Cl)CC2)cc1	.	.	-38.5
65	O=P(c1ccccc1)(c1nc2ccccc2s1)N1CCOCC1 (centres undefined)	-0.13	-0.44	-62.5
66	CN(C)CCOC(=O)c1cn(Cc2ccccc2)c2ccccc12	-0.12	-0.77	.
67	CCN1CCN(C(=O)Cc2coc3cc(C)cc(C)c23)CC1	0.52	0.48	-450.0
68	CCOC(=O)c1c(C)c(P(=S)(N2CCOCC2)N2CCOCC2)n(C)c1C	0.19	0.03	-9.1
69	C=CCn1c(O)c(/C=C2/C=CC=N2)c(=O)[nH]c1=O	0.9	0.38	.
70	CCN(N=Nc1nonc1OC)c1nonc1OC	0.13	0.17	-27.7
71	CCOc1ccccc1N1C(=O)NC(=O)C(CCc2ccncc2)(CCc2ccncc2)C1=O	0.94	-0.05	31.0
72	COC(=O)C(O)(c1ccc(N(C)S(=O)(=O)c2ccccc2)cc1)C(F)(F)F (centres undefined)	-1.21	-0.88	.
73	COC(=O)c1c(C)n(Cc2ccc3c(c2)OCO3)c2ccc(O)cc12	-2.3	-1.85	24.1
74	COc1ccc(CCNCc2cccc(C(F)(F)F)c2)cc1OC	.	.	-46.1
75	O=C1NC(=O)N(Cc2ccccc2Cl)C(=O)/C1=C/c1cccs1	.	.	35.1
76	CC1CCCN(C(=O)c2ccc(N3CC4CC(C3)c3cccc(=O)n3C4)c([N+](=O)[O-])c2)C1 (centres undefined)	0.98	0.53	9.4
77	COc1ccccc1CCNC1CCCC(C)C1 (centres undefined)	0.6	-0.14	46.7
78	Cc1ccc(C2N(c3ccccn3)C(=O)C3CCCN32)o1 (centres undefined)	.	.	-6.7
79	Nc1ccc(Cl)cc1C(=O)c1ccccc1Cl	-1.49	-0.56	-433.3
80	Cc1ccccc1C1=NCC(=S)Nc2ccc(Cl)cc21	-0.92	-0.7	0.0
81	CN(C)c1ccc(/C=C/[N+](=O)[O-])cc1	-1.96	-1.7	4.0
82	O=C1Nc2ccccc2/C1=C/c1cnc[nH]1	-0.45	0.13	0.0
83	CC(C)C1(C)N=C(c2ncccc2C(=O)O)NC1=O (centres undefined)	0.91	-0.2	-62.2
84	CC#CP(=O)(OC)C(O)(CF)c1ccccc1 (centres undefined)	0.56	0.83	-27.8
85	CC(Cc1ccccc1Sc1ccccc1O)N(C)C (centres undefined)	-0.18	0.26	-25.7
86	Cc1cccc(-n2c(-c3ccco3)nc3ccccc3c2=O)c1C	.	.	-5.9
87	CCOC(=O)C1(c2ccccc2)CCN(Cc2cccc(C(=O)O)c2)CC1	1.15	0.85	.
88	c1ccc(C(OCCN2CCNCC2)c2ccccc2)cc1	0.2	-0.61	.
89	Cc1cc(C)nc(NS(=O)(=O)c2ccc(N=Cc3c(O)n(C)c(=O)n(C)c3=O)cc2)n1	.	.	16.7
90	COc1ccc(NC(=O)c2cn(CCC#N)nc2-c2ccc([N+](=O)[O-])cc2)cc1	.	.	27.3

Some of the entries above, set out differently.
5. C/C(=N\Nc1cccc2ccccc12)c1c(O)n(Cc2ccccc2)c(=O)[nH]c1=O
  SDO1 yeast rescue = 0.29; SDO1 yeast rescue Rescue 24 h = 0.12; INS promoter inh = .

63. CSc1ccc(CN2CCN(C(=O)COc3ccc(C)cc3)CC2)cc1
  SDO1 yeast rescue = .; SDO1 yeast rescue Rescue 24 h = .; INS promoter inh = 9.5

65. O=P(c1ccccc1)(c1nc2ccccc2s1)N1CCOCC1 (centres undefined)
  SDO1 yeast rescue = -0.13; SDO1 yeast rescue Rescue 24 h = -0.44; INS promoter inh = -62.5

The results go on.
cpd	smiles	SDO1 yeast rescue	SDO1 yeast rescue Rescue 24 h	INS promoter inh
91	COc1cc2c(cc1OC)-c1c(OC)c(OC)cc3c1[C@H](C2)[N+](C)(C)CC3	0.63	0.17	-14.3
92	CSc1ncc(/C=C2/C(=O)NC(=O)N(c3ccc(C(C)C)cc3)C2=O)cn1	-0.21	-0.06	-11.8
93	C[N+](C)(C)Cc1ccccc1	0.51	0.27	27.3
94	O=C1CN(C(=O)CN2CCCCC2)C(c2ccccc2)c2cc(Br)ccc2N1 (centres undefined)	-0.18	-0.98	-47.2
95	CCCCCc1nc2ccccc2c(=O)n1-c1ccccc1[N+](=O)[O-]	-0.56	-0.08	-11.1
96	Cc1ncc(CN2CCCC(C(=O)c3cccc(Cl)c3)C2)s1 (centres undefined)	.	.	-162.5
97	CCOC(=O)c1nc2ccccc2c(=O)n1-c1cccc(C)c1	0.03	0.45	10.8
98	CCN(CC)CCNCC(=O)Nc1ccc(Cl)cc1C(=O)c1ccccc1	-0.5	-0.91	-46.0
99	CCC(=O)N1CC(=O)Nc2ccc(F)cc2C1c1ccccc1 (centres undefined)	-0.05	-0.58	.
100	CN1CCN(c2ccc([N+](=O)[O-])c(NCC3CCCO3)c2)CC1 (centres undefined)	1.39	1.37	.
101	O=C1NC(=S)NC(=O)C1=Cc1cccn1-c1ccc(O)cc1	.	.	60.0
102	C[C@@]1(CO)[C@H](O)CC[C@@]2(C)[C@H]1CC[C@H]1C[C@@H]3C[C@@]12CC[C@]3(O)CO	0.64	0.86	54.5
103	COc1ccc(CCNC(=O)c2c(N)n(CCN3CCOCC3)c3nc4ccccc4nc23)cc1	-2.18	-1.44	.
104	C=CCn1c(O)c(C(CC)=Nc2cc(OC)ccc2OC)c(=O)[nH]c1=O	-0.3	-0.42	.
105	O=C(COC(=O)c1cccc(O)c1)Nc1ccc(Cl)cc1C(=O)c1ccccc1	-2.04	-1.15	.
106	Clc1ccccc1Nc1ncnc(-n2cccc2)n1	-0.45	0.25	-6.7
107	CCc1ccc(CNCCc2ccc(F)cc2)cc1	-0.24	-0.79	0.0
108	CCC(=NCCc1ccccc1)c1c(O)n(C2CCCCC2)c(=O)[nH]c1=O	-1.93	-1.37	44.8
109	CCCCCCn1c(O)c(C=Nc2c(C)n(C)n(-c3ccccc3)c2=O)c(=O)[nH]c1=O	0.44	0.88	.
110	Cc1ccc(-c2nc3ccccc3c(=O)n2-c2cccc(C)n2)cc1	.	.	14.3

These rows are one share of the data; rates above refer to the full screens.
